FXIIa inh mix: human factor XIIa inhibitors, primary screen, biochemical, pooled compound mixtures, fluorogenic substrate; inhibition, % at 5 µM; hit rate 0.2% among 62,000; purified FXIIa;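 note: 0% = enzyme without compound and 100% = no enzyme blank; some results filed as inactive read as strong as hits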
ROCK2 inh: inhibitors of human ROCK2 kinase, primary screen, biochemical, high-throughput, luminescence | AID 604, 2007 | inhibition, % at 6 µM | purified ROCK2, Kinase-Glo ATP depletion luminescence | Rho-associated protein kinase 2 (Homo sapiens), O75116 | hit rate 0.35% among 60,000;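 active = inhibition above the screen-wide mean inhibition plus 3 SD, cut at about 18% in these data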;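 note: plate controls were DMSO wells for no effect and Y-27632 control wells after no-enzyme background subtraction for full effect; many of its hits are not listed in these tables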
JNK3 blocker: JNK3 kinase activity inhibitors, primary screen, biochemical, human, purified enzyme. HTS. inhibition, % at 8 µM. hit rate 0.61% among 60,000. Mitogen-activated protein kinase 10 (Homo sapiens), P53779; in the data active = inhibition above about 17%;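 note: 0% = DMSO and 100% = reference inhibitor; many of its hits are not listed in these tables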
Target sequence (P53779 whole entry, looked up): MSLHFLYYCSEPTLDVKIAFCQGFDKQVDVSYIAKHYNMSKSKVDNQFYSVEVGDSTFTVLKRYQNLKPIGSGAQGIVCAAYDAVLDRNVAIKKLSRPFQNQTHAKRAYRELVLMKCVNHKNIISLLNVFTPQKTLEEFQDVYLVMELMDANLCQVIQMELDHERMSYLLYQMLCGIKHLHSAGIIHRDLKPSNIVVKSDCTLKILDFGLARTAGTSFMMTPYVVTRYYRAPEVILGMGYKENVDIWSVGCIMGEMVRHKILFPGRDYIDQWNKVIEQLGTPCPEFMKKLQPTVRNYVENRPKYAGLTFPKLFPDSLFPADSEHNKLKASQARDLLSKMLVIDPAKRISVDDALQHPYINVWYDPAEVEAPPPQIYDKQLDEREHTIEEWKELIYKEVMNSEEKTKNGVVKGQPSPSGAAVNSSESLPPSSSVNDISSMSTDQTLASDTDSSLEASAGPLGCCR
CatS block: inhibitors of human cathepsin S, biochemical, compound mixtures; AID 501, 2006; hit rate 0.06% among 62,000; inhibition, %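 (tested at 5 µM per compound within 10-compound mixtures)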; P25774; recombinant cathepsin S, AMC dipeptide fluorescence, pooled mixtures; in the data active = inhibition above about 32%, passing the limit was not always enough;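 note: 0% = enzyme without compound and 100% = blank without enzyme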
C1s inh: complement C1s protease inhibitors, primary screen, biochemical, 10-compound mixtures | purified C1s, fluorogenic AMC substrate, pooled mixtures | mean inhibition % of two 10-compound mixtures (stronger effect = higher value), % at 5 µM (by protocol) | hit rate 0.16% among 62,000 | Complement C1s subcomponent (Homo sapiens), P09871;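 active = inhibition above 20% in each of the two 10-compound mixture wells holding the compound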;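 note: 0% = enzyme wells lacking compound mixture and 100% = no-enzyme blank wells; some compounds called inactive have numbers as strong as hits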
FXIa inh mix: FXIa protease inhibitors in compound pools, primary screen, biochemical, 10-compound mixtures. hit rate 0.19% among 62,000. Coagulation factor XI (Homo sapiens), P03951. purified FXIa, fluorogenic substrate, pooled mixtures. inhibition, % at 5 µM;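 note: each value is inhibition by a whole ten-compound pool holding the compound; 0% = enzyme with no mixture and 100% = wells lacking enzyme; strong numbers were not always called active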
Target sequence (P03951 19-387 limits assumed): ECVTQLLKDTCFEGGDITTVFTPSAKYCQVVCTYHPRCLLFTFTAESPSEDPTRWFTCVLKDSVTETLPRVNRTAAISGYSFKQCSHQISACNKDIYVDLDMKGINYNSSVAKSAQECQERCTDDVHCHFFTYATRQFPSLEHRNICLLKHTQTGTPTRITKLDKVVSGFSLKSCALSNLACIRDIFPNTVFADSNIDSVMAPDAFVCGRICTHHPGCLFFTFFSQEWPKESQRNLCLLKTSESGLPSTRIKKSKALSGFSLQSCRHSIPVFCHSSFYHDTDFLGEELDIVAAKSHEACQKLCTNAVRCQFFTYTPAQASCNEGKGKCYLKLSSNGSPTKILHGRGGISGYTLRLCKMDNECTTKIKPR
Target sequence (P03951 388-625 limits assumed): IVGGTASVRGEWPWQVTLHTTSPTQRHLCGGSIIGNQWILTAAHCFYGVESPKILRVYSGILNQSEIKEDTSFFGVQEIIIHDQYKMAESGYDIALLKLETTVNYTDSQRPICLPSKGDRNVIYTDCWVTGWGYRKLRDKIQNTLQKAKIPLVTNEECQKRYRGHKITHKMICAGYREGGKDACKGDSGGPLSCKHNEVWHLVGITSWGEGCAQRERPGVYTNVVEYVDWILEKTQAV
PKA kinase inh: inhibitors of human PKA kinase activity, primary screen, biochemical, ATP-depletion luminescence, Kemptide substrate; cAMP-dependent protein kinase catalytic subunit alpha (Homo sapiens), P17612; PKA Kemptide phosphorylation, Kinase-Glo ATP luminescence; inhibition, % at 6 µM; hit rate 0.1% among 65,000;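 active = inhibition above the screen-wide mean inhibition plus 3 SD, cut at about 21% in these data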; note: many of its hits are not listed in these tables
CatL block: inhibitors of human cathepsin L, biochemical. inhibition, %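 (tested at 10 µM)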. hit rate 0.17% among 58,000. purified cathepsin L, fluorogenic substrate, fluorescence. AID 460, 2006. Procathepsin L (Homo sapiens), P07711; in the data active = inhibition above about 45%;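 note: 0% = enzyme with no compound and 100% = no enzyme blank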
CatG inh: human cathepsin G inhibitors, primary screen, biochemical, pooled compound mixtures, AMC fluorescence | P08311 | purified enzyme, AMC-tetrapeptide fluorescence | inhibition, % at 5 µM (by protocol) | hit rate 0.2% among 62,000 | AID 581, 2007;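 active = inhibition above 20% in each of the two mixture wells holding the compound; inactive = inhibition of 20% or less in either well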;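 note: 0% = enzyme control without mixture and 100% = blank lacking enzyme; strong numbers were not always called active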
Numbers without * were called inactive; . = not tested or not shown. Cut-off read from the data, not from the text of the source, unless noted: active = inhibition above about 20% (passing the limit was not always enough); inactive = the rest. Random draw from the library, and some 1.5% of all compounds hit somewhere here.

SMILES	FXIIa inh mix	ROCK2 inh	JNK3 blocker	CatS block	C1s inh	FXIa inh mix	PKA kinase inh	CatL block	CatG inh
CCOc1ccc(C(C)=O)cc1CSc1nnc(-c2cccs2)n1CC1CCCO1 (centres undefined)	3	8	-6	-1	0	-3	12	0	10
CCOC(=O)N1CCC(NS(=O)(=O)c2ccc3c(c2)oc(=O)n3C)CC1	-17	1	4	-3	-44	-5	5	-4	-7
CC(C)CNS(=O)(=O)c1ccc(CCC(=O)N2CCN(Cc3ccc4c(c3)OCO4)CC2)cc1	-6	5	9	-6	-13	7	11	17	5
C=CCOC(=O)C1=C(C)NC(SCC(=O)Nc2ccc(C)c(Cl)c2)=C(C#N)C1c1ccco1 (centres undefined)	.	4	-2	.	.	.	0	-12	.
COc1ccccc1CN(Cc1cc2cc(C)ccc2[nH]c1=O)Cc1nnnn1Cc1ccco1	7	5	8	-1	-8	3	5	-3	-12
CC(C)(C)c1ccc(C(=O)C=[N+]=[N-])cc1	.	7	-4	.	.	.	2	-19	.
CC(=O)NCc1nc2ccccc2n1C(C)C	0	7	-5	-8	-56	-7	9	28	-2
COc1ccc(NC(=O)CSc2nnc(-c3ccncc3)n2CC2CCCO2)c(OC)c1 (centres undefined)	-18	-2	-4	-20	-49	-21	-4	-3	-17
Cc1ccc(C2Nc3ccccc3-c3nc4ccccc4n32)o1 (centres undefined)	23	.	.	-9	-23	2	-4	-166	1
N#C/C(=C\c1ccc[nH]1)Sc1nc2ccccc2s1	7	-2	16	6	0	10	-4	9	5
Cc1cnc(NC(=O)CSc2nnc(CNc3ccc(F)cc3)n2CC2CCCO2)s1 (centres undefined)	5	1	-4	2	-3	24	9	3	-1
COc1cccc(NC(=O)N(CCCN2CCOCC2)C(C)c2cc3cccc(OC)c3o2)c1 (centres undefined)	8	2	-1	9	4	11	6	-7	6
CCCOc1ccc(OC(=O)c2ccc(Br)o2)cc1	5	3	-7	-2	-49	7	10	0	-3
CC(C)OCCCN1C(=O)c2ccccc2C1C(=O)NC1CCCCC1 (centres undefined)	2	0	1	-6	-3	23	7	0	-10
Cc1ccc(S(=O)(=O)Nc2ccc3c(c2)ncn3C(C)(C)C)cc1	-22	6	1	-6	-12	0	10	3	-4
Cc1cc(C)cc(N(CC(=O)NC2CCCCC2)C(=O)CCC(=O)Nc2cc(C)ccn2)c1	1	0	5	14	-17	5	3	-4	-13
CCN1CCCC1CNC(=O)CS(=O)(=O)Cc1nc(-c2ccccc2C)oc1C (centres undefined)	7	-3	-3	-2	-6	7	-6	35	3
COC(=O)C1CCCN1S(=O)(=O)c1ccc2ccccc2c1 (centres undefined)	3	8	0	-6	-20	5	0	2	4
Cc1nnc(NC(=O)CCC(=O)N2CCC(C)CC2)s1	4	-3	-1	-11	5	8	4	3	0
Cc1ccccc1CS(=O)(=O)CCC(=O)NCc1ccccn1	6	-2	1	-3	15	13	1	10	13
O=C(NCc1ccco1)Nc1ccc(Br)cc1	-1	-3	-3	-5	1	8	-2	1	-1
CCOc1cc(-c2cc(N)n[nH]2)cc(OCC)c1OCC	4	4	1	3	-26	-5	7	7	4
CSCCC(NS(=O)(=O)c1ccc2c(c1)oc(=O)n2C)C(=O)NC1CCC(C)CC1 (centres undefined)	-1	-1	4	9	-18	3	2	7	-2
COCCn1nnnc1SCC(=O)c1ccc(F)cc1	3	1	-1	-5	0	14	11	.	-1
O=c1oc2ccc(Br)cc2cc1-c1nc2ccccc2o1	-16	0	0	-5	-3	6	-2	-26	10

More results:
SMILES	FXIIa inh mix	ROCK2 inh	JNK3 blocker	CatS block	C1s inh	FXIa inh mix	PKA kinase inh	CatL block	CatG inh
CCOc1cc(C2Nc3ccccc3C(=O)N2c2ccccc2OC)ccc1O (centres undefined)	5	6	-3	-5	-14	7	1	-34	-1
O=C(CCCN1C(=O)c2ccccc2C1=O)Nc1sc2c(c1C(=O)NCc1ccco1)CCC2	-7	1	-1	-7	-2	1	6	7	5
O=C(CSc1nnc(-c2ccc(F)cc2)o1)c1ccc2c(c1)OCCO2	-6	-6	-4	3	-4	6	-5	12	-1
O=C(NCCN1CCOCC1)c1ccc2c(c1)ncn2C1CCCC1	5	2	-1	0	-9	7	12	0	-3
COc1ccc2nc(CC(C)(C)CC(=O)O)c[n+]([O-])c2c1	0	-14	0	-15	1	10	-8	-12	0
O=c1c2c3nc4ccccc4nc3n(-c3cccc(F)c3)c2ncn1Cc1ccc2c(c1)OCO2	0	2	-1	-3	-2	9	8	2	-1
CC1CCCC(C)N1C(=O)C1CC(c2ccc(F)cc2)=NO1 (centres undefined)	2	8	0	-4	-43	4	9	2	-11
O=C(c1ccc(Cl)c(F)c1F)N1CCCC1	-1	5	-2	33	-4	1	-1	1	-16
O=C(O)CCCC(=O)Nc1ccc(N2CCCC2)cc1	-17	4	-19	15	12	1	10	-1	11
COc1ccccc1N1CCN(c2cc(=O)n(-c3ccc(Cl)cc3)c(=O)[nH]2)CC1	-16	-3	-3	7	-11	-6	3	19	2
COc1cc2c(cc1OC)CN(Cc1cccs1)CC2	-16	6	-6	9	-29	-1	8	-4	-6
COc1cccc(Oc2ccc(N)cn2)c1	23*	9	-3	8	-11	-9	10	1	0
COC(=O)c1cc(OC)c(OC)c(OC)c1N	3	-1	-2	-5	-14	9	-3	-5	-2
Cc1ccc(CNn2cnnc2SCC(=O)NC(C)(C)C)cc1	26	5	-3	7	-36	3	9	.	-8
O=C(Cn1c(=O)oc2cc(S(=O)(=O)NCc3ccccc3)ccc21)NCc1ccco1	6	1	-2	0	5	0	-4	.	12
COc1cccc(CNC(=O)C2CCCN(c3nn4c(=O)cc(C)nc4s3)C2)c1 (centres undefined)	-2	-4	-8	24	1	3	-4	16	-2
COc1cc2c(C)nc(C)c(C#N)c2cc1OC	6	5	1	9	-4	-1	2	-8	12
COc1ccc(N2C(=O)NC3CC2(C)Oc2ccc(Br)cc23)cc1OC (centres undefined)	0	2	-2	0	10	5	10	16	9
O=C(NCc1ccccc1)c1cccc(S(=O)(=O)N2CCOCC2)c1	-2	.	.	8	3	3	.	.	0
CCN(CC)c1ccc(NC(=O)c2ccco2)cc1	-18	4	-12	-4	2	1	6	.	8
CN1CCc2c(sc3c2c(=O)n(-c2ccccc2)c2nncn32)C1	7	12	1	-35	-128	-21	7	-8	-14
C=CCOc1ccc(CN(C)CC(=O)N(CC(C)C)c2c(N)n(CC(C)C)c(=O)[nH]c2=O)cc1	0	0	0	-7	21	5	-2	10	13
Cn1c(=O)c2c(nc(N3CCOCC3)n2CC(=O)c2ccccc2)n(C)c1=O	1	3	-1	2	10	5	6	7	10
O=S(=O)(c1cccc(Cl)c1Cl)N1CCCCC1	-18	4	-3	-4	-1	3	9	7	-4
COc1ccc(C(=O)Cn2c(=O)c(CCC(=O)O)nn3c4ccccc4nc23)cc1OC	-14	4	-3	-5	-28	3	1	-6	-2

The results go on.
SMILES	FXIIa inh mix	ROCK2 inh	JNK3 blocker	CatS block	C1s inh	FXIa inh mix	PKA kinase inh	CatL block	CatG inh
CC1=C(C(=O)OC(C)C)C(c2ccccc2Cl)CC(=O)N1 (centres undefined)	12	11	-1	-2	6	1	11	-2	0
O=C(c1ccco1)N1CCN(Cc2nnnn2CCc2ccccc2)CC1	4	1	-5	11	14	6	4	0	12
Cc1ccc(SCCNC(=O)CN2C(=O)c3ccccc3S2(=O)=O)cc1	6	.	.	4	11	1	-4	26	9
COC(=O)Cc1nc2ccccc2[nH]1	7	-2	4	9	-6	12	-6	8	0
Cn1c(CN2CCCCC2)nc2cc(NC(=O)c3ccccc3)ccc21	1	2	-12	5	3	1	-1	14	6
Cc1nc2ccccn2c1/C(O)=C1\C(=O)C(=O)N(CCCN(C)C)C1c1ccc(Cl)cc1 (centres undefined)	1	1	-3	4	-5	2	3	.	-1
CN(C)c1ccc(CNn2cnnc2)cc1	5	-5	-3	-5	17	10	-3	-4	13
CCn1c(NC(=O)c2cccs2)c(-c2cccs2)c(=O)c2ccccc21	2	-10	3	-11	-20	8	-4	-2	0
COc1ccc(/C(O)=C2/C(=O)C(=O)N(c3nc(C)c(C)s3)C2c2ccco2)cc1 (centres undefined)	.	13	-4	.	.	.	7	6	.
Clc1ccc(Nc2nc(-c3cccs3)cs2)nc1	-20	3	-5	-12	14	5	-4	-29	6
CCOC(=O)/C(C#N)=C1/C=CN(Cc2ccccc2)C=N1	-16	5	3	5	5	3	8	22	10
CCS(=O)(=O)N1CCCC(C(=O)NCc2cccc(OC)c2)C1 (centres undefined)	3	4	7	4	-3	4	3	4	-4
CCN(CC)C(=O)CSc1nc(O)cc(=O)n1CC	6	0	7	-5	-1	4	-6	-2	2
CC(C)OC(=O)CSc1ncnc2c1cnn2Cc1ccccc1	8	6	2	-1	11	2	-1	5	7
O=C1CCC(C(=O)OCC(=O)C23CC4CC(CC(C4)C2)C3)N1 (centres undefined)	-16	-2	-5	-5	-15	3	-3	-2	-7
Cc1ccc(-c2csc(=S)n2CC(=O)OCC(=O)NCc2ccco2)cc1	5	1	-6	13	-3	8	0	.	-1
CCOC(=O)C1=C(CNCc2ccc(C)cc2)NC(=O)NC1c1ccc(OC)cc1 (centres undefined)	2	4	3	0	17	2	1	1	9
CCN(CCCNC(=O)COc1cc(=O)n(CC)c2ccccc12)Cc1ccccc1	1	8	-2	0	-12	1	8	11	-4
CC(=O)Oc1ccc2cc(-c3nc4ccccc4n3C)c(=O)oc2c1	10	-3	4	-27	-50	-17	-6	-96	-7
CCCCSc1nc2c(c(=O)n1CC)SC(C)C2 (centres undefined)	-2	-7	-6	2	-1	11	-10	1	-1
Cc1ccoc1C(=O)NCCCNC(=O)c1occc1C	10	9	-8	4	-2	2	10	1	8
CCN(CC)C(=O)c1csc(Nc2ccc(C)cc2)n1	12	-1	-1	-18	-180	-25	-2	19	-26
C=C(Br)CN1CCN(CC(=C)Br)CC1	.	2	-4	.	.	.	1	-2	.
C=CCn1c(SCC(=O)c2ccc(CNC(C)=O)o2)nc2scc(C3CC3)c2c1=O	-11	0	0	2	10	11	2	.	15
Cc1nc(C)n(CC(O)COc2ccc3cc(Br)ccc3c2)n1 (centres undefined)	9	4	4	3	0	12	-2	4	0

The listing continues:
SMILES	FXIIa inh mix	ROCK2 inh	JNK3 blocker	CatS block	C1s inh	FXIa inh mix	PKA kinase inh	CatL block	CatG inh
COc1ccccc1OCCCn1c(C)c(C#N)c2ccccc21	10	6	5	-6	-1	2	16	-2	-2
O=C(CSc1ccccc1C(=O)O)NCc1ccco1	3	4	-6	-3	-16	0	3	2	4
CSC1=N/C(=C\c2ccccc2F)C(=O)S1	7	1	5	4	-30	3	7	16	-12
COc1ccc(CNC(=O)c2cc(-c3cccs3)on2)cc1	6	6	2	-2	37	2	4	5	16
O=C(c1ccc(S(=O)(=O)N2CCCCCC2)cc1)N1CCN(c2ccccn2)CC1	2	-1	-4	-2	-30	10	1	-1	-2
Cc1cc(/C=N/n2cnnc2)c(C)n1-c1ccc(Cl)cc1Cl	-10	0	0	10	-5	-1	2	-1	7
Cc1ccc(C)c(NC(=O)C2CCC(C)(C(=O)O)C2(C)C)c1 (centres undefined)	-5	.	.	3	-3	8	2	-5	5

Assay outcomes deposited in PubChem BioAssay by several laboratories.
